KB-V1 MDR tox – KB-V1 MDR subline cytotoxicity | KB-V1 MDR cells viability, CellTiter-Glo, 72 h | Potency, µM (doses to about 46.1 µM), without a hit: top-dose activity change, negative = cytotoxicity, most hits filed as cytotoxic | hit rate 3.4% among 400,000 | AID 1347076; note: % is set by controls: 0 for no effect and ±100 for the full control effect; nearly all actives have a fitted effect of over 60% in size
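Cytotoxicity via CellTiter-Glo luminescence after 72 h compound exposure at 37 degrees C. Cells: drug-selected KB-V1 line, DMEM phenol-red free plus 10% FBS. Compounds tested at multiple concentrations; normalized data fitted to concentration-effect curves.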
HT1080-NT tox – kills 2HG-producing HT-1080-NT fibrosarcoma cells | AID 686970 | hit rate 1.6% among 360,000 | Potency, µM (highest dose often 46.1 µM), for the others: at the top dose activity, negative = less viability, actives largely listed as cytotoxic | HT-1080-NT fibrosarcoma viability, CellTiter-Glo ATP luminescence, 48 h;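 note: NT is the 2HG producing partner of a matched IDH1 knockdown line; 0% = DMSO-treated cells and -100% = media-only wells without cells; nearly all actives have a fitted effect of over 55% in size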
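Toxicity toward the 2HG-producing NT line was scored as %Activity, normalised to DMSO and no-cell wells, from CellTiter-Glo luminescence after 48 hours' treatment.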
HEK293 tox – cytotoxicity counter-screen for GLP-1 receptor inverse agonists; HEK293 cAMP-luciferase reporter cells, luminescence, 24 h; Potency, µM (doses to about 38.3 µM), inactives show top-dose activity change, negative = inhibition, most hits filed as inhibitors; hit rate 0.13% among 410,000;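 note: loss of luciferase light is scored as toxicity; % is set by controls: 0 for no effect and ±100 for the full control effect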
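Compound-treated cells are incubated 24 hr at 37 deg C under 5% CO2 after a 12 hour attachment period, then luciferase detection reagent is added and luminescence is measured following 12 min at room temperature; lowered signal indicates toxicity.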
HT1080 IDH1KD tx – kills HT-1080 cells with IDH1 knockdown; HT-1080 IDH1 knockdown viability, ATP luminescence, 48 h; Potency, µM (doses to about 46.1 µM), for inactives: at the top dose activity, negative = toxicity, usual class: cytotoxic; hit rate 2% among 360,000; AID 686971;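 note: 0% = DMSO wells and -100% = cell-free medium wells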
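After a 2 h attachment period, IDH1KD HT-1080 cells took pin-transferred compound for 48 h at 37 °C; ATP-based luminescence after 10 min room-temperature reagent incubation reported viability.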
TDP43 rescue – rescues yeast growth from TDP-43 toxicity | Potency, µM (doses to about 46.1 µM), inactives show at the top dose growth rescue (activation), hits mostly activators | hit rate 1.8% among 410,000 | AID 652104 | TDP-43 expressing yeast growth rescue, BacTiter-Glo, 24 h; note: % of control where 0% means no effect; nearly all actives have a fitted effect of over 50% in size
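Cell-based yeast growth screen: TDP-43 expression induced in galactose, inoculum OD600=0.02 after raffinose pregrowth to mid-log. Read-out BacTiter-Glo luminescence at 24 hr, 30 deg C; inhibition of toxicity seen as signal increase.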
KB-3-1 tox – KB-3-1 parental cell cytotoxicity; KB-3-1 viability, CellTiter-Glo ATP luminescence, 72 h; Potency, µM (doses to about 46.1 µM), for inactives: at the highest dose activity change, negative = cytotoxic, most hits filed as cytotoxic; hit rate 1.4% among 400,000; AID 1347075; note: % is set by controls: 0 for no effect and ±100 for the full control effect; nearly all actives have a fitted effect of over 60% in size
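KB-3-1 parental drug-naive adenocarcinoma cells in DMEM/10% FBS, incubated 72 h at 37 C with pin-transferred compounds across a concentration series. Viability by CellTiter-Glo luminescence; concentration-response curves fitted after normalization.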
GLP-1R agonist – activates the human GLP-1 receptor; P43220; hit rate 0.007% among 380,000; Potency, µM (series often up to 45.6 µM), inactives show at the highest dose activation, usual class: activators; HEK293 GLP-1R CRE-luciferase, luminescence, 4-6 h; cells express a hypersensitive GLP-1R form; note: % of control where 0% means no effect
Target sequence (P43220 whole entry, looked up): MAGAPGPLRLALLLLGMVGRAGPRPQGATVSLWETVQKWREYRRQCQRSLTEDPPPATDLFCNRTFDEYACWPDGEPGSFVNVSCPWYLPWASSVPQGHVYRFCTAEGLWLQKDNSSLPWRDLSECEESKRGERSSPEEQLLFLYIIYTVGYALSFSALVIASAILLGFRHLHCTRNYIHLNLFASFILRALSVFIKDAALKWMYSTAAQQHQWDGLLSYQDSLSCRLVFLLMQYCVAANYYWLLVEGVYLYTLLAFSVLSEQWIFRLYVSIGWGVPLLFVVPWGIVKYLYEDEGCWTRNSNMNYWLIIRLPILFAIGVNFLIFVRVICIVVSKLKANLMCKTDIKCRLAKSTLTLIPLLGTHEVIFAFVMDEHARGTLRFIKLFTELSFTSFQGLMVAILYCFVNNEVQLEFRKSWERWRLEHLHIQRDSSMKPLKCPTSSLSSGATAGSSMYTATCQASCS
SW480 rerep – DNA re-replication induction in SW480 cells; SW480 DNA re-replication, Hoechst DNA content imaging, 48 h; hit rate 1.8% among 340,000; Potency, µM (doses to about 46.1 µM), for inactives: top-dose re-replication activation, hits mostly activators; AID 624297; note: % of control where 0% means no effect; nearly all actives have a fitted effect of over 55% in size
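DNA re-replication was detected as more nuclei of elevated Hoechst intensity after 48 hr exposure to compound (23 nL pinned per well of 250 cells).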
GLP-1R inv ag – acts as inverse agonist at human GLP-1 receptor | P43220 | HEK293 GLP-1R CRE-luciferase, luminescence, 24 h; GLP-1R form is constitutively active | Potency, µM (titrated, usually from 38.3 µM), for the others: at the top dose activity change, negative = inhibition, usual class: inhibitors | hit rate 1.6% among 410,000 | AID 624417; note: % is set by controls: 0 for no effect and ±100 for the full control effect; nearly all actives have a fitted effect of over 55% in size
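Inverse agonism was detected as reduced cAMP-driven luciferase luminescence after 24 h compound treatment. The cells were HEK293 clones expressing constitutively active human GLP-1R with the reporter. Reporter-only and GPR119 cell lines served as counterscreen controls.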
* = called active by the depositor; ? = inconclusive; · = no result given; & = joins results of further samples; [ ] = another dose, or the depositor's remark. Calls come from the whole dose curve; as a rule, active = well fitted curve in the direction sought with a large enough effect; inconclusive = small, poorly fitted or top-dose-only effect, or another doubt; inactive = no such curve, though single readings can be large; an effect the other way counts as inactive or inconclusive. Potency is the fitted concentration of half-maximal effect. The order is random; 9.4% or so of the library scored in one or more.

No.	canonical_smiles	HT1080-NT tox	KB-3-1 tox	HEK293 tox	GLP-1R agonist	SW480 rerep	HT1080 IDH1KD tx	GLP-1R inv ag	KB-V1 MDR tox	TDP43 rescue
1	CC(O)CSc1nc2c(c(=O)n(C)c(=O)n2C)n1CCCc1ccccc1 (stereo not given)	-4%	?	4%	14%	-4%	-7%	19%	2%	13%
2	Cc1ccc(S(=O)(=O)NC(=O)C2(C)CCN2C(=O)Cc2ccc(-c3ccccc3)cc2)cc1 (stereo not given)	-8%	0%	11%	-2%	·	3%	-11%	0%	30%
3	CC(=O)/C(C#N)=C1\NC(=O)C(Cc2ccccc2Cl)S1 (stereo not given)	-23%	3.3µM*	17%	-4%	-4%[9.22 µM]	3.7µM*	?	?	-27%
4	C=CCNc1cc(C)oc(=O)c1C(=O)CCC	14%	1%	-5%	11%	?	-2%	28%	-12%	9%
5	CCC1CCCCN1CCCNC(=O)c1ccc2c(c1)c(C)c(C)n2CC (stereo not given)	?	-15%&0%	-8%&2%	-1%	17%	?	?	4%&9%	-1%&-3%
6	Cc1ccc2nc(/C(C#N)=C\c3cc(O)ccc3[N+](=O)[O-])[nH]c2c1	-5%	6%	3%	3%	-5%	-24%	26%	11%	12%
7	CC(=O)c1ccc(NC(=O)c2sc(-n3nc(C)c(CCC(C)C)c3C)nc2C)cc1	·	1%	12%	·	·	·	21%	-3%	-2%
8	Cc1csc(NC(=O)C2CCCN(S(=O)(=O)c3cccnc3)C2)n1 (stereo not given)	8%	1%	3%	8%	-3%	-7%	8%	5%	0%
9	COc1ccc(OCC(O)CNC(=O)Nc2ccccc2)cc1 (stereo not given)	15%	-1%	-15%	12%	-3%	28%	0%	?	-8%[1.82 µM]
10	N#CCSc1nnc(CNc2ccc(F)cc2)o1	17%	7%	-4%	-12%	-3%	16%	-11%	13%	-7%
11	Cc1nn(-c2ccccc2)c2[nH]c(=O)c(CNCc3ccc4c(c3)OCO4)cc12	5%	-11%	-15%	1%	-6%	14%	8%	?	2%
12	Cc1cccc(OCCCC(=O)Nc2ccc(S(=O)(=O)Nc3ncccn3)cc2)c1C	-2%	3%	3%	0%	-7%	-9%	-7%	24%	-2%
13	O=C(/C=C\c1ccc2c(c1)OCO2)CC1(O)C(=O)Nc2ccccc21 (stereo not given)	?	-22%	-11%	0%	?	?	-35%	-22%	3%
14	Cc1cccc(CSc2nnc(-c3ccccn3)n2N)c1	28%	3%	-15%	-10%	-5%	8%	-5%	?	-8%
15	O=C1NC2(CCCC2)Oc2ccccc21	12%	7%	-11%	8%	0%	10%	29%	17%	0%
16	COc1c(Cl)cnn(-c2ccccc2)c1=O	8%	11%	10%	-2%	?	4%	26%	?	-8%
17	CC(C)S(=O)(=O)c1cnc(-c2ccccn2)nc1N	21%	0%	5%	8%	-7%	22%	1%	-27%	-4%
18	COc1ccc(NC(=O)C[C@H]2C(=O)N(C3CCCCC3)C[C@@H]2c2ccc(OC)cc2)cc1	-2%	-7%	-20%	5%	·	0%	?	?	?
19	CCOC(=O)c1ccc(NC(=O)CN2C(=O)CNC2=O)cc1	1%	16%	9%	11%	-2%	12%	0%	-4%	-15%
20	Cc1ccnn1-c1ccc(C(=O)NCC(c2ccco2)N2CCCC2)cc1 (stereo not given)	-8%	3%	-4%	-7%	-13%	-3%	-9%	-13%	2%
21	O=C(Nc1ccc(C(=O)N2CCCC2)cc1)c1ccccc1	-28%	?	-11%	1%	-10%[9.22 µM]	-29%	10%	?	-8%
22	O=C(C[n+]1cccc(O)c1)NCc1ccc(Cl)cc1	0%	-2%	0%	0%	3%	-5%	4%	2%	-16%
23	CCCc1nnc(NC(=O)Cc2coc3ccc(C(C)C)cc23)s1	·	-2%	8%	·	·	·	-10%	-18%	-11%
24	CCCS(=O)(=O)NC(=O)C1(C)CCCN(C(=O)c2cncc(Br)c2)C1 (stereo not given)	?	0%	0%	-1%	·	11%	19%	-3%	-7%
25	CC(C)Cc1cc(C(=O)Nc2cccnc2)no1	3%	-1%	-5%	-7%	-3%	15%	2%	-1%	?
26	Cc1cccc(C)c1NC(=O)COC(=O)CCC(=O)c1cccs1	14%	-1%	1%	0%	-1%	16%	-2%	3%	12%
27	CCN(CC)S(=O)(=O)c1ccc(C)c(NC(=O)/C=C/c2cccs2)c1	7%	20%	-17%	17%	7%	1%	?	8.2µM*	23%
28	CC(C)Oc1cccc(C(=O)C2CCCN(C(=O)c3ccnn3C)C2)c1 (stereo not given)	-5%	-10%	23%	11%	7%	0%	12%	?	18%
29	COc1cc(C(=O)OCC(=O)NC(N)=O)cc(CN2C(=O)c3ccccc3C2=O)c1OC	2%	-13%	6%	-4%	-8%	4%	11%	-17%	12%
30	COC(=O)C1CN(C(=O)COc2ccc(C)cc2)c2ccccc2O1 (stereo not given)	7%	0%	-5%	4%	0%	16%	23%	17%	7%
31	O=C(O)c1cccnc1Sc1ccccc1Cl	0%	-13%	-5%	-7%	-5%	-1%	0%	-2%	0%
32	COc1ccccc1CN1CC(C(=O)NCc2ccc(C)c(F)c2)CCC1=O (stereo not given)	-1%	-2%	-3%	1%	16%	-4%	0%	-10%	-24%
33	COc1ccc(-c2ccnc(SCC(=O)N3CCN(c4ccccc4)CC3)n2)cc1	15%	1%	-16%	12%	-3%	21%	3%	2%	?
34	Cc1ccc(SCC(=O)NCCC2=CCCCC2)cc1	-3%	-4%	-7%	9%	1%	3%	?	?	22%
35	CCn1c2ccccc2c2cc(NC(=O)c3cccc(OC)c3OC)ccc21	-18%	-15%	4%	10%	1%	-23%	-17%	?	20%
36	COc1ccc(C(=O)NCc2ccccc2C)cc1S(=O)(=O)NC1CCCC1	-1%	-6%	-29%	-4%	-7%	-2%	5%	-8%	-6%
37	CCCN1C2CCCC1CC(NC(=O)c1ccc(Br)cc1)C2 (stereo not given)	3%	10%	13%	-3%	-4%	-27%	-27%	-24%	2%
38	CN1CCN(C(=O)CN(C2CCCCC2)S(=O)(=O)c2ccc(Br)cc2)CC1	-2%	·	-1%	-1%	-2%	11%	-21%	·	14%
39	CCC(=O)c1ccc2ncccc2c1	11%	-9%	-3%	-2%	-4%	9%	16%	-9%	6%
40	Cn1c(SCC(N)=O)nnc1-c1cnccn1	0%	1%	8%	7%	-49%[inhibitor]	2%	5%	18%	2%
41	[O-]/[N+](=C\c1ccccc1)c1ccc(Br)cc1	0%	1%	-9%	-1%	-14%	1%	2%	?	13%
42	O=C(O)c1ccc(CSc2nnc(-c3ccccc3)n2-c2ccccc2)cc1	-6%	4%	1%	0%	-3%	-10%	3%	30%	0%
43	N#CC1(NC(=O)CN2C(=O)NC(c3ccccc3)(c3ccccc3)C2=O)CCCC1	7%	12%	6%	-3%	-25%	2%	7%	18%	10%
44	CC(C)c1nnc(NC(=O)Cc2ccccc2[N+](=O)[O-])s1	-3%	-3%	55%[activator]	10%	-135%[inhibitor]	-1%	36%[activator]	23µM*	30%
45	O=C(COC(=O)COc1ccccc1)Nc1ncc(Cl)cc1Cl	0%	12%	-3%	2%	0%	-2%	8%	-7%	-6%
46	CCN(C(=S)Nc1ccc(Oc2ccccc2)cc1)c1ccccc1	2%	3%	-16%	-8%	?	13%	6%	?	0%
47	CCOc1cccc2c1OC1(C)CC2NC(=O)N1c1cccc(C(=O)NCc2ccccn2)c1 (stereo not given)	5%	-4%	3%	3%	-40%[inhibitor]	1%	21%	-10%	5%
48	Cc1cc(C)c(S(=O)(=O)Nc2c(C)[nH]c(=O)[nH]c2=O)c(C)c1	-27%	-9%	-2%	-1%	5%	-21%	6%	-5%	-13%
49	COc1ccc2c(-c3ccc(OCCN4CCOCC4)cc3)c(-c3ccccc3OC)sc2c1	-18%	0%	22%	12%	?	-18%	?	-3%	10%
50	CCOC(=O)C1=NN(c2ccccc2)C2=NC(C)=C(C(=O)OC)C(c3ccc(C)cc3)N12 (stereo not given)	-4%	11%	10%	4%	0%	-3%	6%	15µM*	19%

Remaining list, next part
No.	canonical_smiles	HT1080-NT tox	KB-3-1 tox	HEK293 tox	GLP-1R agonist	SW480 rerep	HT1080 IDH1KD tx	GLP-1R inv ag	KB-V1 MDR tox	TDP43 rescue
51	CCS(=O)(=O)NCC(c1ccco1)N1CCN(c2ccccc2)CC1 (stereo not given)	0%	21%	0%&15%	3%	2%	-1%	3%&-1%	23µM*	-16%&-26%
52	Cc1cccc(N2CCN(C(=O)c3ccc4ccccc4c3)CC2C)c1 (stereo not given)	-6%	?	?	0%	11%	1%	?	?	?
53	CCOC(=O)C1CCCN(C(=O)C2CCN(S(=O)(=O)c3ccc(Cl)c(C(F)(F)F)c3)CC2)C1 (stereo not given)	9%	0%	-14%	-9%	0%	-2%	-27%	21µM*	20%
54	CCNC(=O)C1(C)CCN(C(=O)c2ccc(OC)cc2)C1 (stereo not given)	24%	0%	-4%	-2%	·	3%	12%	0%	0%

Part of the list above, with values under each structure.
Order of values: HT1080-NT tox | KB-3-1 tox | HEK293 tox | GLP-1R agonist | SW480 rerep | HT1080 IDH1KD tx | GLP-1R inv ag | KB-V1 MDR tox | TDP43 rescue
51) CCS(=O)(=O)NCC(c1ccco1)N1CCN(c2ccccc2)CC1 (stereo not given)
→ 0% | 21% | 0%&15% | 3% | 2% | -1% | 3%&-1% | 23µM* | -16%&-26%
52) Cc1cccc(N2CCN(C(=O)c3ccc4ccccc4c3)CC2C)c1 (stereo not given)
→ -6% | ? | ? | 0% | 11% | 1% | ? | ? | ?

Screening results as filed in PubChem BioAssay.
